Screening data from PubChem BioAssay.
HCV NS3 hel inh: inhibitors of Hepatitis C virus NS3 helicase. NS3 helicase DNA unwinding, Cy5 molecular beacon fluorescence. inhibition, % at 10.9 µM. 0.56% of 290,000 active;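 active = inhibition above the mean of all tested compounds plus 3 SD, set per campaign, cut at about 35% in these data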;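 note: 0% = DMSO wells and 100% = thioflavine S control wells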
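Assay system: hepatitis C virus NS3 helicase domain fragment enzyme. Also added: annealed dual-labelled DNA beacon duplex, ATP-started. Timing: 1 h reaction at 25 °C, ATP-initiated. Technique: Cy5 fluorescence at 0 and 60 min, beacon hairpin quenching. Evaluation: % inhibition of unwinding. Replication: one well per compound.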
PHOSPHO1 block: PHOSPHO1 (human) inhibition | recombinant PHOSPHO1, absorbance phosphatase assay | Q8TCT1 | 1.1% of 290,000 active | AID 1565 | inhibition, % at 13.3 µM; in the data active = inhibition above about 60%
Target sequence (Q8TCT1 whole entry, looked up): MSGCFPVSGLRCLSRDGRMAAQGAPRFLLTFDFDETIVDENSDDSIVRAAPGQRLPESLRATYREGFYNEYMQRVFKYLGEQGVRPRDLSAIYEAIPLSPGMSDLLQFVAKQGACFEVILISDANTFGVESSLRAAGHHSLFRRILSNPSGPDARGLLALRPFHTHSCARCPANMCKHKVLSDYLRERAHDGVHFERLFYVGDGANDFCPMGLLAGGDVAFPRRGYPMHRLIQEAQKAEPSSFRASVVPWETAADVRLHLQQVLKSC
UBC9 SUMO inh: SUMOylation inhibition; AID 2006; 0.36% of 290,000 active; P63279; inhibition, % at 35 µM; HTRF SUMOylation assay, SAE1/SAE2 + UBC9, in vitro; in the data active = inhibition above about 50%, passing the limit was not always enough; note: strong numbers were not always called active
Target sequence (P63279 whole entry, looked up): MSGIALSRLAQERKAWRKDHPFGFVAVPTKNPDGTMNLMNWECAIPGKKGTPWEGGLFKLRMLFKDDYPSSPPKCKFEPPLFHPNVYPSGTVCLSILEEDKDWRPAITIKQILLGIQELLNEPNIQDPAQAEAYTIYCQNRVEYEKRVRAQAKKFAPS
IDE cell activ: boosts human insulin-degrading enzyme activity in HEK cells. P14735. FAbeta-B cleavage, fluorescence polarization; 0% vehicle, 100% cell-free pure enzyme wells. activation, % at 5.96 µM. 0.073% of 340,000 active. AID 493087;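 active = activation above the mean of all tested compounds plus 3 SD, set per screening campaign, cut at about 17% in these data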
VIM-2 inh: inhibitors of Pseudomonas aeruginosa VIM-2 metallo-beta-lactamase. inhibition, % at 5.6 µM. purified VIM-2, nitrocefin hydrolysis, epi-absorbance fluorescence. 0.89% of 290,000 active;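 active = inhibition above the mean of all tested compounds plus 3 SD, cutoff set per screening run, cut at about 7.5% in these data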;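 note: red hydrolysis product quenches plate fluorescence so inhibitors raise well fluorescence; 0% = enzyme with DMSO and 100% = DMSO without enzyme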
pCIP destab: p/CIP protein destabilization; F442A p/CIP-EGFP cells, EGFP fluorescence, 16 h; Q05BA5; 0.01% of 290,000 active; decrease of EGFP signal, % at 10 µM; AID 1984;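 active = EGFP signal decrease of at least 30% at 10 µM or well 3 SD below plate mean, unless failing retest; inactive = the rest, including hits failing retest or dose response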; note: some compounds called inactive have numbers as strong as hits; many of its hits are not listed in these tables
IMP-1 inhibitor: inhibitors of Pseudomonas aeruginosa IMP-1 metallo-beta-lactamase; purified IMP-1, nitrocefin hydrolysis, epi-absorbance fluorescence; inhibition, % at 5.6 µM; 0.45% of 290,000 active;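 active = inhibition above the mean plus 3 SD of all compounds in the same screening run, cut at about 4.5% in these data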;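 note: 0% = IMP-1 with DMSO and 100% = DMSO wells lacking enzyme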
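System: purified recombinant IMP-1 beta-lactamase. Medium: Zinc- and detergent-supplemented HEPES buffer, pH 7.1. Compound: one 5.6 µM dose […]. Schedule: 15 min preincubation plus 25 min reaction at 25 °C. Technique: Epi-absorbance fluorescence, 480 nm excitation, 530 nm emission.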
FID counter: counter-screen for HCV NS3 helicase inhibitors: DNA intercalator displacement; DNA fluorescent intercalator displacement, fluorescence; inhibition, % at 7.9 µM; 0.17% of 290,000 active; in the data active = inhibition above about 37%;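 note: 0% = vehicle and 100% = reference compound; higher means more ethidium bromide displaced from hairpin DNA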
MEKK3 PB1 HTS: modulators (inhibitors or enhancers) of MEK5 binding to human MEKK3 PB1 domain; Q99759; bead-based flow cytometry, Alexa488-MEK5 binding to MEKK3; actives lie on both sides; 0 = blocked by unlabeled MEK5, 100 = vehicle; binding response (% of control), % at 10 µM; 1.4% of 290,000 active;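 active = binding response more than 3 SD above or below the average of its plate-row segment, actives on both sides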;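 note: Alexa488 bead fluorescence after subtracting the streptavidin-only scavenger bead signal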
Target sequence (Q99759 whole entry, looked up, the tested form may be a part): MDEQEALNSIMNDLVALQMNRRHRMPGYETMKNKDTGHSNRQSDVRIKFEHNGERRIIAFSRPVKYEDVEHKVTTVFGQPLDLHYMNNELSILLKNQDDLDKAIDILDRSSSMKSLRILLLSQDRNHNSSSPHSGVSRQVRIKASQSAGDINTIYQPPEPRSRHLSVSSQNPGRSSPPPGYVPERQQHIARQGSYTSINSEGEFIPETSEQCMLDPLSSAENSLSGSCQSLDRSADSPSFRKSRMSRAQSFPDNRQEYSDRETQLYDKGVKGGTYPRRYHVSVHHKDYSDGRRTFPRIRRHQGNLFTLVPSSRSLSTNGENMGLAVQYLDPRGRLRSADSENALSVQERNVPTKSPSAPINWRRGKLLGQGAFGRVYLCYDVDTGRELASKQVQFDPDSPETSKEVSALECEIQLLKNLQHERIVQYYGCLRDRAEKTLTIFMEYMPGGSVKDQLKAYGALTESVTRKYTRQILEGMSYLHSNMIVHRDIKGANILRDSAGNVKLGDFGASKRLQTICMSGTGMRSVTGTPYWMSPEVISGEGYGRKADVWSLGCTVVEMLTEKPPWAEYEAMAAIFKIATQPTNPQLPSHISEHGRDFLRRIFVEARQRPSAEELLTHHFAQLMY
* hit, by the source's call; nt = not tested or not shown; [ ] = remark or other dose.

SMILES	HCV NS3 hel inh	PHOSPHO1 block	UBC9 SUMO inh	IDE cell activ	VIM-2 inh	pCIP destab	IMP-1 inhibitor	FID counter	MEKK3 PB1 HTS
Cc1cc(C)n2c(SCC(=O)Nc3c(C)n(C)n(-c4ccccc4)c3=O)nnc2n1	8	28	15	3	-2.9	-1	-3.0	-1	99
CCOCCOC(=O)C1=C(C)N(C)C(=O)NC1c1ccccc1Cl (configuration not stated)	-4	-16	-12	2	-3.5	-4	-3.4	-5	1.0*[inhibitor]
CC1CCCC(N2C(=O)NC(NC(=O)c3ccco3)(C(F)(F)F)C2=O)C1C (configuration not stated)	-9	-21	7	-1	1.3	-12	-2.1	-5	99
CN(CC(=O)Nc1ccc(F)cc1)C(=O)COC(=O)CN1C(=O)NC2(CCCC2)C1=O	28	14	9	2	0.1	-5	1.4	-9	101
CC1CCC(NC(=O)C2CCN(C(=O)NC3CCCCC3)CC2)CC1 (configuration not stated)	-4	-2	8	nt	-0.2	-13	-1.2	1	103
C[C@H](NC(N)=O)C(=O)OCC(=O)NCc1cccs1	-10	24	9	2	-0.1	1	-1.3	-2	83
COC(=O)Cn1c(=O)n(CCc2ccccc2)c(=O)c2c3c(sc21)CCCC3	2	-15	4	2	-2.0	-13	-1.0	-8	98
O=C(NC1CCCC1)c1ccc(COCC(F)(F)C(F)F)o1	1	-3	17	-1	-1.4	-22	-3.0	-3	99
Cc1c(NS(=O)(=O)c2ccc(Cl)c(C(=O)OC(C)C(=O)NCc3ccco3)c2)c(=O)n(-c2ccccc2)n1C (configuration not stated)	2	13	6	5	-6.8	-20	-4.1	-29	113
CC(=O)C1=C(O)C(=O)N(c2nnn(C)n2)C1c1cccs1 (configuration not stated)	5	28	22	0	-1.1	-12	-3.2	2	100
CCCCCOc1ccc(C(=O)C(c2ccccc2)N2CCOCC2)cc1 (configuration not stated)	-8	4	-1	2	-2.5	-8	-2.8	-25	104
COc1cc(NC(=O)Cn2c(=O)n(CC3CCCO3)c(=O)c3cc(OC)c(OC)cc32)cc(OC)c1 (configuration not stated)	-12	5	13	-1	-2.2	-10	-1.2	-20	100
O=S(=O)(Nc1cccc(-c2cn3cccnc3n2)c1)c1ccc(Cl)cc1	9	-8	2	2	-0.2	-17	-1.1	-13	100
COc1cc(C(=O)NC2CCCCC2)ccc1OCc1ccc(Cl)cc1Cl	-2	-2	0	4	2.3	-9	-5.5	-2	108
CCCOc1ccc(/C=C/C(=O)Nc2ccc([N+](=O)[O-])cc2C)cc1	-5	4	8	-1	-1.5	-2	-2.1	4	103
CC(C)C(=O)NC(=S)Nc1ccccc1C(F)(F)F	-3	33	18	4	2.0	-6	0.2	-2	105
COc1cc(OC)cc(C(=O)Nc2cccc3c2CCCC3)c1	18	24	-2	5	0.5	6	-1.8	-21	104
O=C(CSc1ncnc2c1nnn2-c1ccc(F)cc1)N1CCN(c2ccccc2)CC1	5	nt	nt	nt	-6.1	nt	-5.9	-2	nt
CC(=O)Nc1ccc(S(=O)(=O)NCC(=O)OCc2cc(=O)oc3ccc4ccccc4c23)cc1	-28	1	15	3	1.4	17	-2.1	-7	95
CC(=O)OC[C@]1(OC(C)=O)C[C@@]23CC[C@H]4[C@@](C)(CCC[C@@]4(C)C(=O)O)[C@@H]2CC[C@@H]1C3	17	-16	1	1	-2.5	-2	-1.9	-48	102
C=CCN1C(=O)C2(C(C(=O)c3ccc(C)o3)=C(O)C(=O)N2CCCN2CCOCC2)c2ccccc21 (configuration not stated)	4	11	-1	1	1.1	-5	-1.7	-24	101
c1ccc(-c2csc(Nc3ccccn3)n2)cc1	-8	9	4	4	-2.1	-11	-3.8	-6	110
Cc1ccc(CN(C(=O)Cn2nnc3ccccc32)C(C(=O)NCc2ccco2)c2cccs2)cc1 (configuration not stated)	27	-25	16	-6	4.1	-12	3.4	-48	100
N/C(CCN1CCOCC1)=N/O	9	10	-31	6	-3.0	1	-1.0	-1	99
CSCc1c(C(=O)NCCc2ccccn2)oc2ccccc12	-15	28	-5	5	-2.0	6	-3.1	-24	104
O=C(c1cc2ccccc2o1)N1CCN=C1SCc1cccnc1	7	24	21	-3	9.4*	14	-0.7	-9	100
Cc1ccc(-n2c(SCC(=O)N3CC(=O)Nc4ccccc43)nc3ccccc3c2=O)cc1C	8	-21	-7	3	-2.9	-1	-1.1	-29	136*
CCC(C)Sc1nc(O)cc(=O)[nH]1 (configuration not stated)	4	-3	2	6	1.8	-5	0.0	-4	89
Cc1cc(C(=O)NC(C)c2ccc3c(c2)OCO3)cs1 (configuration not stated)	0	40	-4	-1	-2.5	-4	-6.1	-4	102
Cc1csc(NC(=O)C2C3C=CC(C3)C2C(=O)O)n1 (configuration not stated)	-2	17	5	1	-3.4	12	-3.7	1	100
CC(C)C[C@H](N)c1nnc(SCc2ccc(Cl)cc2)o1	-16	33	20	3	0.9	-37	2.9	11	59
CCOC(=O)C1=C(C)NC(C)=C(C(=O)OCC)C1C(=O)OCC(=O)N(C)C	-8	19	-16	2	-1.3	2	-1.8	-11	92
CCN1CC=C2C(C#N)=C(N)C(C#N)(C#N)C(CCc3ccccc3)C2C1 (configuration not stated)	-1	-6	31	4	2.8	-1	2.1	-8	99
COc1ccc(C(=O)N2CCc3ccccc32)cc1	-3	9	-4	1	-3.3	4	-9.8	-11	122*
CN(CC(=O)N1CCCCCC1)S(=O)(=O)c1ccccc1	-1	32	14	7	-0.2	-9	-2.4	-4	103
O=C(O)c1ccccc1NN=C1CCCCC1	-8	6	4	6	-2.3	-9	-3.3	9	90
CCOc1cc(S(=O)(=O)NCc2ccncc2)c(C)cc1C	-14	-42	2	6	-2.4	-10	-1.6	-7	104
O=C(/C=C/c1ccco1)Nc1ccc(S(=O)(=O)N2CCOCC2)cc1	3	44	26	3	-0.9	-27	-3.3	-11	103
Cn1cccc1C(C(=O)NC1CCCCC1)N(C(=O)Cc1cccs1)C1CC1 (configuration not stated)	-7	4	21	5	-3.6	-11	-1.8	-5	103
Cc1cc(=O)oc2ccc(OC(=O)CC(C)C)cc12	4	25	14	-3	-1.5	-2	-3.7	-10	106
C/C(CC(=O)Nc1cccc(Cl)c1)=N\NC(=O)Cc1ccc(Cl)cc1	-13	21	29	10	-1.8	12	-2.3	-9	100
CCOc1ccc(OCC(O)CN2CCN(S(=O)(=O)c3cccc(C(F)(F)F)c3)CC2)cc1 (configuration not stated)	-19	29	-9	1	-0.8	2	-0.9	-15	101
COc1ccccc1NC(=S)Nc1cccc(F)c1	14	-5	5	4	-1.5	4	-2.4	-1	103
CCN1CCN(C(=O)NC2CC(=O)N(c3ccc(OC)cc3)C2)CC1 (configuration not stated)	-4	-10	-7	1	-2.3	12	-3.1	13	112
CCN(CC)S(=O)(=O)c1ccc(N2CCOCC2)c(NC(=O)Cc2cccc3ccccc23)c1	-10	-10	-13	1	-0.8	6	-2.2	-3	97

Single records, from the list above.
Record of O=S(=O)(Nc1cccc(-c2cn3cccnc3n2)c1)c1ccc(Cl)cc1 : HCV NS3 hel inh: 9; PHOSPHO1 block: -8; UBC9 SUMO inh: 2; IDE cell activ: 2; VIM-2 inh: -0.2; pCIP destab: -17; IMP-1 inhibitor: -1.1; FID counter: -13; MEKK3 PB1 HTS: 100
Record of CCOc1cc(S(=O)(=O)NCc2ccncc2)c(C)cc1C : HCV NS3 hel inh: -14; PHOSPHO1 block: -42; UBC9 SUMO inh: 2; IDE cell activ: 6; VIM-2 inh: -2.4; pCIP destab: -10; IMP-1 inhibitor: -1.6; FID counter: -7; MEKK3 PB1 HTS: 104

Other structures follow.
SMILES	HCV NS3 hel inh	PHOSPHO1 block	UBC9 SUMO inh	IDE cell activ	VIM-2 inh	pCIP destab	IMP-1 inhibitor	FID counter	MEKK3 PB1 HTS
Cc1ccc(C(=O)c2cc(C)sc2NC(=O)CN2CCN(C(=O)c3ccco3)CC2)cc1	0	2	1	0	-1.1	-10	-3.3	-5	102
CC(=O)c1cnc(Nc2cccc(C)c2)s1	1	-7	19	7	-2.0	-5	-2.1	-14	90
CCC1C/C(=C\c2cc(OC)c(OC)cc2OC)C(=O)/C(=C/c2cc(OC)c(OC)cc2OC)C1 (configuration not stated)	-25	26	-15	-7	-1.9	-4	-3.1	-15	98
Cc1ccc(N(CC(N)=O)C2SC(=O)N(C)C2=O)cc1 (configuration not stated)	-2	-42	-10	0	-2.0	-14	-1.1	-1	126*
COCCOc1nc2c(c(=O)n(C)c(=O)n2C)n1Cc1cccc(OC)c1	7	2	3	-4	-1.6	4	-1.4	-21	104
CCN(CC)c1cc(NCCO)c([N+](=O)[O-])c2nonc12	0	34	36	-1	-3.8	-4	-2.0	-1	100
COc1ccc(-c2cc(C(=O)N3CCCc4ccccc43)no2)cc1	-3	6	6	2	-1.2	-26	-4.1	-10	nt
Clc1ccc(Cl)c(OCCCCN2CCNCC2)c1	-6	30	-8	2	-2.1	-1	-1.8	18	104
CCCc1cc(CNC(=O)C2CCC(=O)N(Cc3ccccc3OC)C2)on1 (configuration not stated)	4	32	4	0	-1.2	-3	-2.9	-32	101
CCN(CC)c1ccc(C2=NNC(=O)CC2C)cc1[N+](=O)[O-] (configuration not stated)	22	-7	-5	6	-0.2	0	-2.8	-7	95
CS(=O)c1ccccc1-c1nc(-c2ccc(Cl)cc2)no1 (configuration not stated)	9	8	1	0	-2.8	6	-2.0	-7	101
COc1cccc(OCc2cc(C(=O)N3CCC(c4ccncc4)CC3)no2)c1	-8	34	4	1	-0.9	-24	-2.0	-19	103
CN1CCN(S(=O)(=O)c2ccc3ccccc3c2)CC1	-2	-3	14	3	-4.1	-20	-1.9	1	103
CC(=O)n1cc(-c2ccncc2)c2ccccc21	-4	-14	-9	1	1.1	-8	-1.4	5	102
Cc1cc(NC(=O)CSc2nc3c(sc4ccccc43)c(=O)n2CCCN2CCOCC2)n[nH]1	-1	22	4	-4	2.6	-53	-2.5	8	106

Two consecutive entries from above, for reference:
SMILES	HCV NS3 hel inh	PHOSPHO1 block	UBC9 SUMO inh	IDE cell activ	VIM-2 inh	pCIP destab	IMP-1 inhibitor	FID counter	MEKK3 PB1 HTS
CCCc1cc(CNC(=O)C2CCC(=O)N(Cc3ccccc3OC)C2)on1 (configuration not stated)	4	32	4	0	-1.2	-3	-2.9	-32	101
CCN(CC)c1ccc(C2=NNC(=O)CC2C)cc1[N+](=O)[O-] (configuration not stated)	22	-7	-5	6	-0.2	0	-2.8	-7	95

Carrying on.
SMILES	HCV NS3 hel inh	PHOSPHO1 block	UBC9 SUMO inh	IDE cell activ	VIM-2 inh	pCIP destab	IMP-1 inhibitor	FID counter	MEKK3 PB1 HTS
Cc1c(Cl)c(C(=O)N2CCCC2)nn1C	4	-3	-4	4	-4.3	-12	-2.4	-2	98
CCCCN(C)C(=O)C1CCN(C/C(C)=C/c2ccccc2)CC1	5	22	10	4	-2.5	-9	-3.3	11	104
C=CCn1c(CCc2ccccc2)nnc1SCC(=O)OC	-3	nt	7	7	1.3	0	-0.5	-6	103
Cc1ccc(NC(=S)NCCN(C2CCCCC2)C2CCCC2)cc1	-27	-8	3	6	-5.5	-5	-4.0	33	102
COc1ccc(-n2c3c(cc(C(=O)NCC(=O)c4ccccc4)c2=O)C(=O)CC(C)(C)C3)cc1	7	30	7	5	0.5	-12	-0.6	-35	91
O=C(COc1ccc(NC(=O)c2ccccc2[N+](=O)[O-])cc1)c1ccc(F)cc1	-2	42	16	0	-2.3	-7	-1.7	3	105

These rows are one share of the data, so the mix of outcomes need not match the whole.
